Tcruzi prolif: T. cruzi intracellular proliferation inhibitors, primary screen, cell-based, beta-gal Tulahuen parasites, NIH3T3 host, luminescence; AID 624255, 2012; 5.9% of 77,000 active; inhibition, % at 8.34 µM; T. cruzi beta-gal in NIH3T3, GalScreen luminescence, 90 h;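 active = mean inhibition above about 93%, with at least 55% of replicates each passing it, limit read from the data, passing the limit was not always enough; inconclusive = only one of those two conditions holds; inactive = neither condition holds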
C diff HTS: C. difficile growth inhibitors, primary screen, HTS. AID 1259249, 2017. growth activity, negative = inhibition, % at 16 µg/mL (by protocol). Clostridium difficile clinical isolate growth, OD600, 24 h; stronger effect = lower value. 0.25% of 86,000 active;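 active = mean growth activity at or below -80% and every replicate also at or below -80%; inconclusive = mean at or below -80% but some replicate above -80%; inactive = mean growth activity above -80%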;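 also: 0% = DMSO wells and -100% = levofloxacin 16 µg/mL wells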
Pf Dd2 growth: P. falciparum Dd2 growth inhibitors, primary screen, SYBR Green fluorescence, single dose replicates; 2.3% of 94,000 active; activity change, % at 10 µM; AID 1159554, 2015; 72 h; stronger effect = lower value; in the data active = activity change below about -80%; inconclusive = no clear call, values can overlap the other calls
GASC1 inh: inhibitors of GASC-1 (KDM4C) histone demethylase, primary screen, biochemical, single concentration HTS; Lysine-specific demethylase 4C (Homo sapiens), Q9H3R0; GST-KDM4C 2-372, H3K9me3 peptide, LANCE TR-FRET; inhibition, % at 12.5 µM; 0.15% of 96,000 active; AID 720574, 2013;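 active = mean replicate inhibition above about 25%, with at least 55% of replicates also reaching it, limit read from the data, passing the limit was not always enough; inconclusive = only one of those two conditions met; inactive = neither condition met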
Target sequence (Q9H3R0 2-372 limits assumed): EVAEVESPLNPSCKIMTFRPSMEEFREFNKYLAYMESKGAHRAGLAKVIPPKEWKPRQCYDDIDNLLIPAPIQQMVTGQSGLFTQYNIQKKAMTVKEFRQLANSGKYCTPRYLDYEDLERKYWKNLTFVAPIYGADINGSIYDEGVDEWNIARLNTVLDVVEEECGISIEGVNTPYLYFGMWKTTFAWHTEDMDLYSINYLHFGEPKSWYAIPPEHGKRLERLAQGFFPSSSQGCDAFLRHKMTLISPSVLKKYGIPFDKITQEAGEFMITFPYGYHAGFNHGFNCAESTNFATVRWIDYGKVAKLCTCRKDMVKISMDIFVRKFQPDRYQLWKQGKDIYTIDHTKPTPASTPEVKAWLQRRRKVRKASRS
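Material: GST-tagged GASC-1 (JMJD2C) catalytic fragment, aa 2-372 / Quantity: enzyme final amount 10 nM / Medium: HEPES buffer, pH 7.5, plus ascorbate / Doses: one test concentration per compound / Incubation: 30 min reaction, 60 min detection, RT / Measured by: LANCE TR-FRET / Read-out: inhibition from TR-FRET ratio decrease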
Starred values were filed as active, the others as inactive; u = inconclusive; x = not tested or not shown; & = joins results of further samples.

Molecule,Tcruzi prolif,C diff HTS,Pf Dd2 growth,GASC1 inh
C[C@H]1CN([C@@H](C)CO)C(=O)c2cccc(NC(=O)Nc3ccc(C(F)(F)F)cc3)c2O[C@@H]1CN(C)S(=O)(=O)c1ccc(F)cc1,89.9,-1.6,-17.0,-3.6
Cc1ccc(S(=O)(=O)NCC[C@H]2CC[C@@H](NC(=O)Nc3ccccc3F)[C@@H](CO)O2)cc1,6.8,-3.1,-15.2,-1.7
O=S(=O)(NC[C@H]1[C@@H](c2ccccc2)[C@@H](CO)N1CC1CC1)c1ccccc1,10.3,5.2,10.7,-0.7
CCCC#Cc1cnc2c(c1)C(=O)N([C@H](C)CO)C[C@H](C)[C@@H](CN(C)C(=O)Cc1cccnc1)O2,17.2,x,-2.4,0.4
C[C@H]1CN([C@@H](C)CO)S(=O)(=O)c2ccc(C#CC3(O)CCCC3)cc2O[C@@H]1CN(C)C,-7.2,0.3,7.2,1.3
C[C@@H]1CN([C@@H](C)CO)C(=O)CCCn2cc(nn2)CO[C@H]1CN(C)Cc1cccnc1,-42.9,1.6,-0.6,0.4
COc1ccc(CN(C)C[C@@H]2Oc3c(NS(=O)(=O)c4c(C)noc4C)cccc3C(=O)N([C@H](C)CO)C[C@@H]2C)cc1,-54.2,2.9,19.0,1.5
COc1ccc(CN(C)C[C@@H]2Oc3ccc(NS(=O)(=O)c4c(C)noc4C)cc3CC(=O)N([C@@H](C)CO)C[C@@H]2C)cc1,-12.4,-3.0,-4.8,0.3
C[C@H](CO)N1C[C@H](C)[C@@H](CN(C)CC2CCCCC2)Oc2c(NC(=O)Nc3ccc(C(F)(F)F)cc3)cccc2C1=O,97.1,x,-23.3,-2.1
C[C@H](CO)N1C[C@H](C)[C@@H](CN(C)C(=O)Cc2ccccc2)OCc2ccccc2-c2ccccc2C1=O,4.3,6.9,20.9,-0.6
Cc1noc(C)c1NC(=O)Nc1ccc2c(c1)C(=O)N([C@@H](C)CO)C[C@@H](C)[C@H](CN(C)CC1CCCCC1)OCCCC[C@H](C)O2,26.7,16.4,-16.2,0.2
COc1ccc(CN(C)C[C@H]2Oc3ccc(NC(=O)C4CC4)cc3CC(=O)N([C@@H](C)CO)C[C@@H]2C)cc1,62.2,-2.4,2.1,0.1
C[C@H]1CCCCO[C@H](CN(C)S(=O)(=O)c2cccs2)[C@@H](C)CN([C@@H](C)CO)C(=O)c2cc(NC(=O)C3CCCCC3)ccc2O1,42.6,2.1,-78.1,-0.4
CC=Cc1ccc2n(c1=O)C[C@@H]1[C@@H](CO)[C@H](C(=O)NCC(F)(F)F)[C@H]2N1C(=O)C1CCCCC1 (mixture of isomers),12.9,-4.3,-6.1,0.2
O=C(Cc1cccnc1)N1CC(=O)N2[C@H](CO)[C@@H](c3ccc(C#CC4CCCC4)cc3)[C@H]2C1,x,-12.4,-21.4,0.8
COc1ccc(NC(=O)N(C)C[C@@H]2Oc3ccc(NC(=O)Nc4ccc5c(c4)OCO5)cc3C(=O)N([C@H](C)CO)C[C@@H]2C)cc1,23.8,x,-4.6,-0.3
COc1ccccc1C(=O)Nc1ccc2c(c1)OC[C@@H](C)N(CC1CC1)C[C@H](C)[C@H](OC)CN(C)C2=O,-33.8,x,x,-0.3
CCCNC(=O)N1CC2(CN(Cc3cccnc3)C2)c2c(n(C)c3cc(OC)ccc23)[C@@H]1CO,x,-11.4,-60.8,-2.0
Cc1ccccc1S(=O)(=O)N[C@@H]1CC[C@@H](CCn2cc(-c3ccccc3)nn2)O[C@@H]1CO,-5.5,1.5,-36.2,-0.3
O=C(CN1CCOCC1)NCC[C@H]1CC[C@H](NC(=O)Nc2ccc(C(F)(F)F)cc2)[C@@H](CO)O1,-25.1,x,-6.2,3.1

Look-ups from the results shown.
In GASC1 inh, C[C@@H]1CN([C@@H](C)CO)C(=O)CCCn2cc(nn2)CO[C@H]1CN(C)Cc1cccnc1 has the entry 0.4
In C diff HTS, Cc1noc(C)c1NC(=O)Nc1ccc2c(c1)C(=O)N([C@@H](C)CO)C[C@@H](C)[C@H](CN(C)CC1CCCCC1)OCCCC[C@H](C)O2 has the entry 16.4

New compounds follow
Molecule,Tcruzi prolif,C diff HTS,Pf Dd2 growth,GASC1 inh
COc1ccc(NC(=O)N2CCC3(CC2)CN(C(=O)C2CCC2)[C@@H](CO)c2c3c3ccc(OC)cc3n2C)cc1,x,-3.5,-93.5*,-0.3
COc1ccc(NC(=O)N(C)C[C@@H]2Oc3ccc(NS(=O)(=O)c4ccc(OC)cc4)cc3C(=O)N([C@H](C)CO)C[C@H]2C)cc1,-3.6,-4.9,42.5,2.5
C[C@@H]1CN([C@H](C)CO)C(=O)Cc2cc(NC(=O)C3CCCCC3)ccc2O[C@H]1CN(C)S(=O)(=O)c1ccc(Cl)cc1,14.9,-7.3,-38.3,x
CC(C)C(=O)Nc1ccc2c(c1)C(=O)N(C)[C@H]1CC[C@H](CC(=O)Nc3ccc(Cl)cc3)O[C@@H]1CO2,17.6,11.7,x,0.5
C[C@@H]1CN([C@H](C)CO)C(=O)c2cccc(NC(=O)C3CCOCC3)c2O[C@H]1CN(C)Cc1ccncc1,45.2,0.3,0.8,-1.4
COc1ccc(NC(=O)N(C)C[C@H]2Oc3ccc(NC(=O)C4CC4)cc3C(=O)N([C@H](C)CO)C[C@H]2C)cc1,16.6,3.7,4.7,-0.6
O=C(Nc1ccc2c(c1)OCO2)N[C@@H]1C=C[C@H](CC(=O)N2CCN(c3ccccc3)CC2)O[C@@H]1CO,x,6.6,17.3,-0.5
C[C@H](CO)N1C[C@H](C)[C@@H](CN(C)CC2CCCCC2)Oc2ccc(NS(C)(=O)=O)cc2CC1=O,14.9,-1.5,-10.9,0.7
COc1ccc2c3c([nH]c2c1)[C@@H](CO)N(CC1CCOCC1)CC31CN(C(=O)C2CC2)C1,x,2.6,10.4,2.7
COc1cccc(NC(=O)N2[C@@H]3CNC[C@H]2C3c2ccc(-c3ccncc3)cc2)c1 (some centres not stated),x,-0.9&-2.7,15.9&8.3,-0.5&0.4
C[C@H](CO)N1C[C@H](C)[C@H](CN(C)S(=O)(=O)c2ccc(F)cc2)Oc2c(NS(C)(=O)=O)cccc2C1=O,-66.8,-5.0,-1.9,-0.1
C[C@@H]1CCCCO[C@H](CN(C)S(=O)(=O)c2cn(C)cn2)[C@H](C)CN([C@@H](C)CO)C(=O)c2cc(NC(=O)Nc3ccc(C(F)(F)F)cc3)ccc2O1,29.7,0.5,-40.4,1.9
C[C@H](CO)N1C[C@H](C)[C@H](CN(C)Cc2ccc(Cl)c(Cl)c2)OCCCC[C@H](C)Oc2ccc(NS(=O)(=O)c3ccc(F)cc3)cc2C1=O,78.9,10.5,-50.3,-1.2
C[C@@H]1CN([C@@H](C)CO)C(=O)CCCn2cc(nn2)CO[C@@H]1CN(C)Cc1ccccc1,-17.3,-3.0,-3.9,-2.9
CCCC#Cc1cnc2c(c1)C(=O)N([C@H](C)CO)C[C@@H](C)[C@H](CN(C)Cc1ccncc1)O2,59.7,x,-2.2,1.2
C[C@@H]1CCCCO[C@@H](CN(C)S(=O)(=O)c2cccs2)[C@@H](C)CN([C@@H](C)CO)C(=O)c2cc(NC(=O)Nc3ccc4c(c3)OCO4)ccc2O1,40.6,7.6,-66.7,2.2
C[C@@H]1CN([C@H](C)CO)C(=O)Cc2cc(NC(=O)Nc3ccc4c(c3)OCO4)ccc2O[C@H]1CN(C)S(C)(=O)=O,22.1,-5.9,14.7,1.0
C[C@H]1CN([C@@H](C)CO)C(=O)Cc2cc(NC(=O)CCCN(C)C)ccc2O[C@H]1CN(C)S(=O)(=O)c1ccc(F)cc1,4.6,-4.1,10.0,0.1
O=C(C[C@H]1CC[C@@H](NC(=O)C2CCOCC2)[C@H](CO)O1)NCC1CC1,x,-2.9,14.7,-0.5
C[C@H](CO)N1C[C@H](C)[C@@H](CN(C)Cc2ccc(Cl)c(Cl)c2)Oc2ccc(NS(C)(=O)=O)cc2CC1=O,u,14.1,-13.2,0.7

Further results follow.
Molecule,Tcruzi prolif,C diff HTS,Pf Dd2 growth,GASC1 inh
CCCNC(=O)C[C@H]1CC[C@H]2[C@@H](COC[C@H](O)CN2Cc2cccc(F)c2)O1,-17.9,4.9,3.9,1.8
COc1ccc(S(=O)(=O)N(C)C[C@H]2Oc3ccc(NC(=O)NC4CCCCC4)cc3CC(=O)N([C@H](C)CO)C[C@H]2C)cc1,-54.6,0.1,0.3,2.7
CC(C)NC(=O)Nc1ccc2c(c1)C(=O)N([C@H](C)CO)C[C@H](C)[C@H](CN(C)Cc1ccc3c(c1)OCO3)O2,x,0.6&-5.6,-10.6,0.3
N#Cc1cccc(-c2ccc3c(c2)[C@@H]2[C@@H](CCN2S(=O)(=O)c2ccccc2)[C@@H](CO)N3)c1,84.7,-4.7,32.6,0.1
CC(C)CN(C[C@@H]1N[C@@H](CO)[C@H]1c1ccccc1)C(=O)CN(C)C,91.0,-8.4,-34.1,0.5
Cc1ccccc1S(=O)(=O)NCC[C@@H]1CC[C@H](NC(=O)C2CCCCC2)[C@H](CO)O1,-66.8,0.8,-7.3,-0.3
O=C(NC[C@@H]1CC[C@@H]2[C@@H](CN2Cc2ccc(Oc3ccccc3)cc2)O1)C1CCOCC1,x,0.4,12.6,x
N#C[C@@H]1[C@H](c2ccc(C#Cc3ccccc3F)cc2)[C@H](CO)N1C(=O)c1cccnc1,94.2,-6.3,-41.8,0.0
C[C@@H]1CN([C@H](C)CO)C(=O)c2cc(Br)cnc2O[C@@H]1CN(C)C(=O)c1ccc(F)cc1,x,-3.3,-2.7,-0.8
O=C(C[C@@H]1C=C[C@@H](NC(=O)Nc2cc(F)ccc2F)[C@H](CO)O1)NCc1ccc2c(c1)OCO2,48.7,-1.0,2.0,0.0
C[C@@H]1CCCCO[C@H](CN(C)C(=O)Cc2ccccc2)[C@@H](C)CN([C@H](C)CO)C(=O)c2cc(NC(=O)Nc3cccc4ccccc34)ccc2O1,85.1,3.5,-30.1,-1.8
COc1ccc(NC(=O)N(C)C[C@H]2OCCCC[C@@H](C)Oc3ccc(NC(=O)C4CCCCC4)cc3C(=O)N([C@H](C)CO)C[C@@H]2C)cc1,68.1,2.5,-35.4,-0.3
CCCN(C)C[C@H]1Oc2cc(-c3cncnc3)ccc2S(=O)(=O)N([C@@H](C)CO)C[C@H]1C,x,4.4,2.7,3.9
OC[C@H]1[C@H](c2ccc(-c3cccnc3)cc2)[C@H]2CN(CC3CC3)CCCCN21,-21.4,5.1,-57.5,-0.9
COc1ccc(S(=O)(=O)N(C)C[C@@H]2OCCCC[C@@H](C)Oc3ccc(NC(=O)Nc4ccc(C(F)(F)F)cc4)cc3C(=O)N([C@H](C)CO)C[C@H]2C)cc1,87.0,4.1,-69.5,10.3
COc1ccc(NC(=O)Nc2ccc3c(c2)C(=O)N([C@H](C)CO)C[C@@H](C)[C@H](CN(C)C(=O)Nc2ccccc2)OCCCC[C@@H](C)O3)cc1,u,0.2,-19.1,-0.3
C[C@H]1CN([C@@H](C)CO)C(=O)c2cc(NC(=O)C3CC3)ccc2O[C@H]1CN(C)Cc1ccc(C(=O)Nc2ccccc2N)cc1,x,17.2,-53.0,-0.9
C[C@@H]1CCCCO[C@H](CN(C)C(=O)Nc2ccc3c(c2)OCO3)[C@H](C)CN([C@H](C)CO)C(=O)c2cc(NC(=O)NC3CCCCC3)ccc2O1,62.9,-10.2,-82.0*,-0.3
COc1ccc(NC(=O)Nc2ccc3c(c2)C(=O)N([C@H](C)CO)C[C@@H](C)[C@H](CN(C)S(=O)(=O)c2ccc(F)cc2)OCCCC[C@H](C)O3)cc1,58.3,-4.4,-56.6,-0.9
COc1ccc(NC(=O)N(C)C[C@@H]2Oc3c(NC(=O)C4CCOCC4)cccc3C(=O)N([C@H](C)CO)C[C@H]2C)cc1,57.4,3.2,17.4,-2.4
COCC(=O)Nc1ccc2c(c1)OC[C@@H](C)N(C(=O)Cc1ccccn1)C[C@H](C)[C@@H](OC)CN(C)C2=O,16.3,-0.2,46.9,-1.2
